Source: PubChem (several laboratories)
Fam108B inh: mouse Fam108B serine hydrolase inhibitors, primary screen, counter-screen for RBBP9 inhibitor project, biochemical, fluorescence polarization; recombinant Fam108B, FP-Rh probe fluorescence polarization; inhibition, % at 9.51 µM; 300,000 tested, 0.33% active; AID 1947, 2009;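 active = inhibition above the screen mean inhibition plus 3 SD, computed separately per campaign, cut at about 18% in these data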;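 also: inhibitors lower polarization as less probe binds the enzyme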
EBNA-1 inh: EBNA-1 DNA-binding inhibitors, primary screen, biochemical, fluorescence polarization; inhibition, % at 14.8 µM; 300,000 tested, 0.34% active; in the data active = inhibition above about 28%
MEX-5 binding: MEX-5 zinc finger RNA-binding disruptors – biochemical, C. elegans, fluorescence polarization, MLPCN library, primary screen | Zinc finger protein mex-5 (Caenorhabditis elegans), Q9XUB2 | MEX-5/FITC-TCR2 RNA binding; stronger effect = lower value | activity score (negative = inhibition of binding), % at 10 µM | 300,000 tested, 0.38% active | AID 1832, 2009;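 active = inhibition past about -25% in most replicates, and total fluorescence under double the plate's negative control median, limit read from the data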;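 also: 0% = DMSO and -100% = 5 µM competing unlabeled TCR2 RNA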
Target sequence (Q9XUB2 whole entry, looked up): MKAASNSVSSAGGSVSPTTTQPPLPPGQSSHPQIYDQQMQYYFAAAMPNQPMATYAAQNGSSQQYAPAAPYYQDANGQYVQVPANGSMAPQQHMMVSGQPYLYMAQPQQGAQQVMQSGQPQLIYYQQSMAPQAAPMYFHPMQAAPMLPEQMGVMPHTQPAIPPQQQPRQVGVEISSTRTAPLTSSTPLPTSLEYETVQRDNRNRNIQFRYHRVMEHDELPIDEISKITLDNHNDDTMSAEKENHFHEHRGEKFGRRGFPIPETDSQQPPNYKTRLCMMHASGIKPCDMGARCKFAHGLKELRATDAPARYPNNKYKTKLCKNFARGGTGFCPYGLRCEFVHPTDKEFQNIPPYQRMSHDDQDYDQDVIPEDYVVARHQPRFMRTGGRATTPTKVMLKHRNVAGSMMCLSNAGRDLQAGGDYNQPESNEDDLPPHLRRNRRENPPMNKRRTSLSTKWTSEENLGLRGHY
MCL1-BIM inh: inhibitors of MCL1 binding to BIM-BH3, primary screen, biochemical, fluorescence polarization; Induced myeloid leukemia cell differentiation protein Mcl-1 (Homo sapiens), Q07820; GST-MCL1 / FITC-Bim-BH3 fluorescence polarization; inhibition, % at 10.9 µM; 320,000 tested, 0.68% active;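 active = inhibition above the mean inhibition of all tested compounds plus 3 SD, set per campaign, cut at about 40% in these data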;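 also: 0% = DMSO wells and 100% = unlabeled Bim-BH3 peptide control; higher means more loss of mP so more displacement of Bim peptide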
ZTA counter: counter-screen for EBNA-1 inhibitors: inhibitors of Epstein-Barr virus ZTA; 320,000 tested, 0.15% active; AID 2234; ZTA-DNA binding, fluorescence polarization; P03206; inhibition, % at 11 µM; in the data active = inhibition above about 33%
Target sequence (P03206 whole entry, looked up): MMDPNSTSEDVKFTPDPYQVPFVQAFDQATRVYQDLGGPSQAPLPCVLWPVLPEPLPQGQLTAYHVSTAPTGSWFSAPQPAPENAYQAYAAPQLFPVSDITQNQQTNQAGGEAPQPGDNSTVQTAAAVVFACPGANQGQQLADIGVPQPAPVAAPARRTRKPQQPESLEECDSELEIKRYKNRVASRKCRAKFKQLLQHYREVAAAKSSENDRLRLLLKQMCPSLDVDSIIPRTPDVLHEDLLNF
Yeast superoxide: reduction of superoxide in aged yeast, primary screen, HTS; AID 2690, 2010; 330,000 tested, 0.18% active; superoxide response (% of plate mean), % at 10 µM; S. cerevisiae aged cells, superoxide DHE fluorescence; stronger effect = lower value;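 active = superoxide response under a set limit, about three screen SD below normal, cut at about 65% in these data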;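 also: yeast aged for seven days with compound at 30 °C before DHE staining; 100% = average MFI of all compound-treated wells on the plate with controls excluded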
GLD-1 TGE inh: GLD-1/TGE RNA complex disruptors, primary screen, biochemical, fluorescence polarization | Female germline-specific tumor suppressor gld-1 (Caenorhabditis elegans), Q17339 | purified GLD-1 + fluorescein TGE RNA | inhibition, % at 5.96 µM | 320,000 tested, 0.44% active | AID 2280, 2010;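 active = percent inhibition above a per-plate cutoff, the plate mean of test compounds plus 3 SD, cut at about 30% in these data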;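 also: 0% = DMSO wells with GLD-1 and probe and 100% = wells lacking GLD-1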
Bcl-xL primary: inhibitors of human Bcl-xL, primary screen, biochemical, fluorescence polarization, HTS | AID 2129, 2009 | 320,000 tested, 0.7% active | GST-Bcl-xL / FITC-Bim BH3 peptide fluorescence polarization | Bcl-2-like protein 1 (Homo sapiens), Q07817 | inhibition, % at 10.9 µM;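 active = inhibition above the mean of all tested compounds plus 3 SD, cutoff set per campaign, cut at about 30% in these data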;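 also: 0% = DMSO wells and 100% = unlabeled Bim-BH3 peptide competitor; inhibitors lower millipolarization by displacing the labeled peptide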
Target sequence (Q07817 whole entry, looked up): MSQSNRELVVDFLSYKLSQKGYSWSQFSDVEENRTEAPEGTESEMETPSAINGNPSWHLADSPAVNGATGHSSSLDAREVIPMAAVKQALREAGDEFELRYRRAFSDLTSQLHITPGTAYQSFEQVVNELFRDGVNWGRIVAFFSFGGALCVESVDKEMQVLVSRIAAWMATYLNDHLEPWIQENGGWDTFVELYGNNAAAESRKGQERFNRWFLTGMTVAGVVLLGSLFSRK
Efflux pump inh: inhibitors of Candida efflux pumps in yeast, primary screen, S. cerevisiae, Nile Red, multiplex | S. cerevisiae Candida pump triplex | 330,000 tested, 0.44% active | inhibition, % at 10 µM;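 active = plate passing quality check with inhibition over a set limit, or well fluorescence over plate mean plus 4 SD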;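 also: Nile Red retained in pooled yeast measured as flow cytometry median fluorescence; 0% = buffer negative control and 100% = Enniatin B positive control; higher means more Nile Red kept so more efflux inhibition; some compounds called inactive have numbers as strong as hits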
Numbers without * were called inactive; nt = not tested or not shown.

Under each structure – Fam108B inh, EBNA-1 inh, MEX-5 binding, MCL1-BIM inh, ZTA counter, Yeast superoxide, GLD-1 TGE inh, Bcl-xL primary, Efflux pump inh
CC(C)(C)C1(C)OC(=O)C(=Cc2ccc(OCC(=O)Nc3ccccc3)cc2)C(=O)O1 (configuration not stated)
    1.3, 3.2, 2.2, -7.7, -6.0, 102.3, -7.7, 0.5, 0.1
O=C(NCCN1CCOCC1)c1ccc(CS(=O)(=O)c2ccc(Cl)cc2)o1
    -0.6, 7.2, 0.9, 2.0, -12.1, 90.0, -1.2, 3.0, -0.1
CCC1=NN2C(=N)/C(=C\c3ccc(OCCOc4ccc(NC(C)=O)cc4)c(OC)c3)C(=O)N=C2S1
    -1.1, 3.2, -4.1, 2.2, 7.7, 104.5, -0.2, -0.1, 0.0
O=C(N/N=C/c1ccccn1)c1cc(-c2ccccc2Cl)n[nH]1
    -10.0, 3.1, -2.8, 4.5, -8.5, 99.3, 0.7, 4.8, 0.0
Cc1cc(C(=O)COC(=O)c2ccc(F)cc2F)c(C)n1C1CC1
    nt, nt, nt, -0.8, -1.1, 86.2, 1.2, 4.4, -0.4
CCOc1ccc(NC(=O)C2CCCCN2S(=O)(=O)c2ccccc2)cc1 (configuration not stated)
    1.9, 6.5, -3.4, -2.4, 2.0, 95.8, 1.1, 0.6, -0.1
CC(C)c1ccc(N(C)C(=O)Cc2c(C(=O)O)n(C)c3ccccc23)cc1
    1.9, -10.1, -1.8, 3.9, -1.2, 102.4, -2.2, 2.6, 0.1
CCN(CC)S(=O)(=O)c1ccc(N2CCN(CCO)CC2)nc1
    -7.5, 5.2, -0.5, 5.3, 3.6, 97.1, 4.4, 9.2, -0.3
Nc1nc(-c2cccnc2)nn1C(=O)Cc1ccccc1
    0.2, 0.8, 2.0, -3.5, 6.3, 127.3, 4.2, -0.9, -0.2
CCS(=O)(=O)N1CCC(C(=O)NCc2ccccc2OC)CC1
    -1.5, 6.6, -0.1, 6.7, -19.0, 103.2, 4.5, 3.2, 0.1
CC(=O)Cc1nsc(Nc2ccc3c(c2)OCCO3)n1
    0.7, 3.1, 2.0, -6.1, -8.3, 107.0, 0.5, -4.1, 0.2
Cc1cc2c(ncn2C)c(NS(=O)(=O)c2cc(Cl)ccc2Cl)c1C
    1.0, 1.3, 0.8, 9.0, -13.8, 100.3, -0.1, 8.3, 0.0
Fc1ccccc1-c1nc(-c2ccccc2)no1
    3.9, -6.7, 0.7, -3.5, 3.3, 110.5, -2.1, 4.8, 0.1
COc1cccc(C(=O)Nc2nc3c(s2)CN(C)CC3)c1
    -2.5, -5.9, 0.2, 7.3, -18.6, 106.6, 0.1, -1.2, 0.3
O=c1oc(-c2ccc(Br)cc2)nc2ccccc12
    -9.3, 6.6, 3.3, 5.1, 2.5, 93.1, 1.3, 0.9, -0.1
COc1cc(NC(=O)c2cccs2)c(C(=O)OCC(=O)NCc2ccco2)cc1OC
    -1.2, 9.7, 1.1, 7.4, -6.8, 97.4, -0.4, 7.2, -0.1
Cc1ccc(CNC(=O)CSc2nc3ccsc3c(=O)n2NC(=O)c2ccccc2)cc1
    -0.8, -0.3, 0.2, 3.5, -8.0, 94.1, -3.9, 6.7, -0.1
NC(=O)Nn1c(CCC(=O)O)ccc1-c1ccc(F)cc1
    3.9, 3.1, 0.9, -1.8, 3.4, 92.3, 0.1, 6.4, -0.2
CCSc1nc2ccc(OC)cc2cc1C#N
    0.4, 9.3, 1.8, 5.3, -17.0, 89.1, -9.0, 6.9, -0.1
CN1CCN(c2cc3c(c4c2[nH]c2ccccc24)C(=O)CC(C)(C)C3)CC1
    6.5, -5.2, -3.4, 5.3, 8.9, 106.8, 2.6, 5.2, 0.2

(list continues)
Under each structure – Fam108B inh, EBNA-1 inh, MEX-5 binding, MCL1-BIM inh, ZTA counter, Yeast superoxide, GLD-1 TGE inh, Bcl-xL primary, Efflux pump inh
CCN(CC)C(=O)c1[nH]cnc1C(=O)NCC(=O)OCc1ccccc1
    5.3, 12.3, 1.8, 3.7, 4.5, 102.8, -0.3, -4.7, 0.0
Cc1cccc(C)c1C(=NCCCN(C)C)c1ccccc1
    2.6, 5.8, 2.0, 5.3, 5.2, 87.7, 2.8, 1.0, -0.1
CN1C(C(=O)NCc2ccccc2)CC2Cn3c(nc4cc(Cl)c(Cl)cc43)C21 (configuration not stated)
    -0.5, -2.5, 2.5, 3.4, 1.0, 92.1, 5.4, 4.2, 0.3
Cc1ccc2nc(-c3ccncc3)c(Nc3ccccc3)n2c1
    4.2, 12.0, -0.2, 10.7, -9.8, 105.4, 1.1, 8.2, 0.2
CCCCc1ccc(NC(=O)C(=O)NCCN2CCN(Cc3ccc([N+](=O)[O-])cc3)CC2)cc1
    -6.1, -1.2, -2.0, -2.5, 0.3, 99.1, -4.7, -0.5, 0.2
CC(=O)/C(N=Nc1cc(C)ccc1O)=C(\C)O
    5.8, 3.8, 1.8, -37.3, 0.1, 102.6, -25.9, -16.2, -0.2
O=C1OCCC1Sc1nnc(-c2ccccc2Br)n1Cc1ccccc1 (configuration not stated)
    -1.5, -2.9, 2.0, -13.6, 7.7, 93.6, -2.7, 3.2, 0.0
O=C(OCc1nnc(-c2ccccc2)o1)C1CC(=O)N(Cc2ccco2)C1 (configuration not stated)
    0.8, -3.7, -2.2, 1.4, 11.1, 77.2, 1.6, 3.3, -0.1
CSc1ccc(CNCC(O)c2ccccc2)cc1 (configuration not stated)
    4.7, 8.4, -1.3, 5.2, -9.5, 111.9, -0.7, 4.1, -0.2
Cc1ccc(N2CC(C(=O)Nc3c4c(nn3C(C)(C)C)CS(=O)(=O)C4)CC2=O)cc1 (configuration not stated)
    -0.6, -1.6, 1.7, 2.7, -5.5, 116.0, 2.1, 3.1, -0.2
CCOc1ccc(CNS(=O)(=O)c2cc(-c3cc(C)no3)ccc2OC)cc1OC
    -3.5, -11.7, -2.0, 2.4, 2.3, 110.6, -4.2, 1.9, 0.1
c1ccc(-c2cc(N3CCCCC3)ncn2)cc1
    9.3, -1.1, -0.2, 5.2, -3.8, 109.4, 2.1, 2.3, 0.2
COCCn1cnnc1SCC(=O)Nc1ccc(Br)cc1F
    -0.7, -1.7, 0.1, 9.9, 8.0, 93.0, -0.1, 4.0, 0.0
c1ccc(-n2ncc3c(N4CCN(CCOc5cccc6ccccc56)CC4)ncnc32)cc1
    2.3, -3.2, nt, -5.0, -12.1, 105.6, 0.3, 1.5, 0.2
CCCCNc1ccc(C(=O)Nc2cccc(C)n2)cc1[N+](=O)[O-]
    0.0, -12.9, 1.6, -7.8, -17.4, 119.3, 2.8, -6.8, 0.6
Cc1cc(C)n2nc3nc4c(cc3c2n1)CCCC4
    1.6, 1.4, -6.1, 105.6*, 18.6, 108.2, 38.5*, 111.0*, 0.0
Cc1ccc(NC(=O)CN(C)S(=O)(=O)c2cccc3nsnc23)cc1Cl
    0.0, -3.8, 2.7, 2.7, -4.4, 71.7, -5.7, 2.8, -0.2
COc1ccccc1C(=O)NCCC(=O)N(C)CC(=O)Nc1ccccc1Br
    1.6, -0.1, 2.2, -3.2, -11.9, 96.3, 0.4, 0.6, -0.2
CC(C)(C)OC(=O)NCCc1nnc(SCc2ccc(Cl)cc2)o1
    2.1, -2.0, 1.2, 11.3, -9.9, 97.5, 8.7, 2.0, 0.0
Cc1ccc(CSCCNS(=O)(=O)c2ccccc2)cc1
    -2.8, 8.6, 0.2, 0.3, 9.0, 93.0, 1.3, 3.2, 0.1

(more compounds)
Under each structure – Fam108B inh, EBNA-1 inh, MEX-5 binding, MCL1-BIM inh, ZTA counter, Yeast superoxide, GLD-1 TGE inh, Bcl-xL primary, Efflux pump inh
O=C(O)c1cc(-c2ccco2)nc2cc3ccccc3cc12
    1.0, 2.2, -23.5, 39.1, -11.2, 119.2, -1.4, 35.1*, -0.1
Cc1cc2nc(CS)[nH]c2cc1C
    4.6, -0.4, 0.2, -4.2, 3.0, 97.3, 0.5, -0.6, 0.2
CS(=O)(=O)N1CCN(c2ccc([N+](=O)[O-])c(NCc3ccccc3)c2)CC1
    -2.6, -5.4, 0.1, 2.5, 1.3, 89.1, -6.3, 1.4, 0.1
O=C(NCCCN1CCOCC1)c1ccc2c(c1)N(Cc1cccc(Cl)c1)C(=O)c1ccccc1S2=O (configuration not stated)
    0.9, -18.6, -0.3, -1.1, -0.3, 113.7, -10.9, 0.5, 0.1
CC1CCN(C(=O)CSc2nnc(Cc3cccn3C)n2-c2ccc(F)cc2)CC1
    0.6, 2.6, 1.2, -1.1, 3.7, 113.5, 4.5, -1.3, 0.5
O=C(NCC(=O)N1CCN(S(=O)(=O)c2ccccc2F)CC1)c1ccc(Br)o1
    -2.9, 0.7, -1.9, 3.0, -1.4, 99.1, 4.7, 2.8, -0.1
COC(=O)CN1C(=O)C2(C(C#N)=C(N)Oc3ccccc32)C2=C1CC(C)(C)CC2=O (configuration not stated)
    5.3, -1.3, 2.3, -2.7, -7.9, 99.2, 6.8, -1.2, 0.3
Cc1nnc(SCC(=O)NC2CCC(C)CC2)s1 (configuration not stated)
    -1.5, -2.4, -0.6, 1.5, -6.8, 85.7, -1.9, 2.0, 0.1
CCOC(=O)c1sc(=S)n(-c2ccc(OC)cc2)c1N
    3.4, -9.7, 1.1, 0.7, -19.6, 102.5, 0.6, 2.0, 0.0
Cc1cc(C(=O)Nc2ccc(Nc3ccccc3)cc2)ccc1[N+](=O)[O-]
    1.6, -0.3, 1.7, 0.6, -6.3, 91.2, -2.9, 5.2, -0.1
Clc1ccc(-c2nc(NCCN3CCOCC3)c3ccccc3n2)cc1
    -9.3, -3.7, 0.1, 5.7, -2.8, 86.0, 7.4, 6.8, -0.1
Cc1ccc(NC(=O)CN2C(=O)CCSc3ccc(S(=O)(=O)N4CCCC4)cc32)cc1
    -4.3, 2.7, 2.3, 3.2, 12.8, 97.5, 8.9, 5.9, 0.2

Given with bars between the fields: entries from further up.
mol | Fam108B inh | EBNA-1 inh | MEX-5 binding | MCL1-BIM inh | ZTA counter | Yeast superoxide | GLD-1 TGE inh | Bcl-xL primary | Efflux pump inh
CC(C)c1ccc(N(C)C(=O)Cc2c(C(=O)O)n(C)c3ccccc23)cc1 | 1.9 | -10.1 | -1.8 | 3.9 | -1.2 | 102.4 | -2.2 | 2.6 | 0.1
CCN(CC)S(=O)(=O)c1ccc(N2CCN(CCO)CC2)nc1 | -7.5 | 5.2 | -0.5 | 5.3 | 3.6 | 97.1 | 4.4 | 9.2 | -0.3
